TTR transcr act: activators of transthyretin transcription; SH-SY5Y TTR promoter Gaussia luciferase, luminescence; 100% = recombinant luciferase protein wells; activation, % at 16.7 µM; 1.3% of 92,000 active; AID 1117267;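 active = activation above the mean of all tested compounds plus 3 SD, cut at about 9.5% in these data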;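 also: cells exposed to compounds for one day before reading; 0% = median of all test compound wells on the plate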
Starred values were filed as active, the others as inactive. A portion of the library; the hit share may differ from the screen's.

TTR transcr act	mol
-0.1	CCCc1cc(=O)oc2cc(OCc3cccc(OC)c3)c(Cl)cc12
-0.7	COc1ccc(NC(=S)NC(=O)c2ccc3c(c2)OCCO3)cc1
-0.3	COc1cccc(CC2(CO)CCCN(Cc3ccc(C)s3)C2)c1 (stereo not drawn)
2.6	CCOc1ccccc1OCCC(=O)OCC(=O)c1ccc[nH]1
-0.8	CCOc1ccc(OCC)c(NC(=O)CCCN2C(=S)NC(C)(C)CC2C)c1 (stereo not drawn)
0.0	N#Cc1c(-c2ccccc2)nc(SCC(=O)NC2CCCCC2)[nH]c1=O
-6.9	Cc1c(Nc2cc(Cl)c3nonc3c2[N+](=O)[O-])c(=O)n(-c2ccccc2)n1C
-3.1	Cc1ccc(NC(=O)CSc2nnc(-c3cccs3)n2Cc2ccco2)cc1
1.7	Cc1cccc(C2c3[nH]c4ccccc4c3CCN2C(=O)c2cn(C)c3ccccc3c2=O)n1 (stereo not drawn)
-1.2	O=C(Nc1ccccc1C(F)(F)F)c1cc(-c2cccc(O)c2)on1
-0.9	Cc1cc(C)c(NS(=O)(=O)c2ccc3c(c2)NC(=O)CCS3)c(C)c1
-6.2	COc1ccc(Nc2cnn(-c3nc4ccccc4s3)c(=O)c2Cl)cc1
0.9	Cc1ccccc1OCCC(=O)Nc1ccc(Cl)cc1F
-1.2	CCOc1ccc2nc(C(=O)N3CCCC(C)C3)sc2c1 (stereo not drawn)
-1.6	COCCNC(=O)/C(C#N)=C\c1ccc(CNS(=O)(=O)c2ccc(C)cc2)o1
2.3	CCCCNC(=O)N(C)c1nc2ccccc2s1
1.7	COc1ccc(CC(=O)N2N=C(c3ccncc3)CC2(O)C(F)(F)F)cc1 (stereo not drawn)
0.5	CC(C)Cn1c2c(c(O)c(C(=O)Nc3nc4ccccc4s3)c1=O)CCCC2
-1.8	Cc1ccccc1C(=O)NC(=S)Nc1sc2c(c1C#N)CCC(C)C2 (stereo not drawn)
3.2	Cc1cc(C(=O)COC(=O)c2nn(C)c(=O)c3ccccc23)c(C)n1C
-0.5	CCOCCn1c(=O)c2c(nc3n2CC(C)CN3CCc2ccccc2)n(C)c1=O (stereo not drawn)
0.0	CSc1ccc(S(=O)(=O)NC2CCCCC2)cc1
-0.1	COC(=O)[C@]12C[C@H](CC(=O)NCc3cccc(C(F)(F)F)c3)C(=O)N(Cc3ccco3)C1=C[C@H](C1CCCC1)O[C@@H]2C
-0.2	C/C=C/c1ccc(OCCOc2ccc(C=O)cc2OC)c(OC)c1
4.0	O=C(Cn1cnc2ccccc21)c1ccccc1
-0.1	COC(=O)c1c(C)oc(C)c1S(=O)(=O)NCc1ccc(Cl)cc1
-0.1	O=C(O)CC(=O)Nc1ccccc1C(=O)O
2.2	CCN(CC)CCC(c1ccc2c(c1)OCO2)c1c(OC)cc(OC)c2c(-c3ccccc3)cc(=O)oc12 (stereo not drawn)
-1.6	O=C(CCCC1=NS(=O)(=O)c2ccccc2N1)OCc1ccc(Cl)cc1
2.4	COc1ccc(CCNCc2ccc(OCc3ccc(Cl)nc3)c(OC)c2)cc1OC
-2.8	CN1CCN(NC(=S)Nc2ccc(Oc3ccccc3)cc2)CC1
-1.9	N#C/C(=C/C1=C(N2CCOCC2)C(=C/c2ccc(Cl)cc2)/CC1)C(=O)Nc1ccccc1F
-0.5	O=C(/C=C/c1ccco1)NCC(=O)N/N=C/c1ccc(Cl)cc1
0.4	COCCSc1ccccc1C(=O)Nc1cc(C)on1
14*	CNC(=S)NNC(=O)c1sc(-c2cc(C)on2)nc1C
5.6	NC1=NC(=O)C(CC(=O)NCc2ccccc2)S1 (stereo not drawn)
-2.2	C/C(=N\NC(=O)c1c[nH]c2ccccc12)c1ccc2c(c1)OCO2
-0.4	CCN1CCN(CC(=O)Nc2nc3ccc(C)cc3s2)CC1
-1.2	CCOc1ccc(CNC(=O)C2CCCN(c3nnc(C)c4c(C)n(-c5ccccc5)nc34)C2)cc1 (stereo not drawn)
0.0	CCOC(=O)c1c(NC(=O)c2cc(-c3cccc(O)c3)on2)sc(C(C)=O)c1C
3.0	Cc1ccc(NC(=O)CNc2cccc(C)c2C)c(C)c1
0.0	Cc1ccc(NC(=O)CCC(=O)NNC(=S)Nc2ccc(F)cc2)c(C)c1
-2.5	COc1cc(OC)cc(C(=O)N/N=C/c2ccc(OC)c(COc3ccc(F)cc3)c2)c1
1.4	COc1ccc2c(Cl)c(C(=O)NCCc3ccc(S(N)(=O)=O)cc3)sc2c1
2.1	CC(C)(C)OC(=O)C[C@@H]1C/C=C\C[C@H](CC(=O)NCCO)C(=O)N[C@@H](Cc2ccccc2)COC1=O
-1.9	O=C(Nc1ccc(N2CCCCC2)cc1)C1CCCN1S(=O)(=O)c1ccc(F)cc1 (stereo not drawn)
2.4	COc1ccc(NC(=O)c2cc(-c3ccccn3)nc3ccccc23)c(OC)c1
2.4	COc1ccc(C(=O)COc2ccccc2C#N)cc1
-2.6	Cc1cc(C(=O)Nc2ccc(Br)cn2)sc1C
-2.5	Cn1sc(NC(=O)c2ccc(Cl)cc2)nc1=O

The list goes on.
TTR transcr act	mol
5.7	CC1(C)CC(=O)C(C(c2cccnc2)C2C(=O)CC(C)(C)CC2=O)C(=O)C1
2.9	CCCN(CCC)C(=O)/C=C/c1cccc([N+](=O)[O-])c1
-0.4	CCOc1cccc(-c2nnc3sc(-c4cccs4)nn23)c1
-0.5	Cc1ccc(-n2c(C)nnc2SCC(=O)N2CCc3ccccc3C2)cc1C
-2.0	N=c1ccn(Cc2ccc(Cl)cc2)cc1
-2.1	CC1CCN(C(=O)CSc2ccc(-c3cccnc3)nn2)CC1
-1.8	O=C(Nc1nccs1)c1ccccc1Br
-0.6	CCc1cccc(C)c1NC(=S)N1CCCC1C(=O)O (stereo not drawn)
0.3	COC(=O)c1sccc1NC(=O)CSc1ccccc1NC(=O)CNC(C)C
-0.3	COC(=O)c1sc(SC)c2c1CC(C)(C)C/C2=N/O
-1.4	O=C(NCCc1ccccc1)C(=O)N/N=C/c1ccccc1C(F)(F)F
-1.1	O=C(N/N=C/c1cccnc1)c1ccccc1[N+](=O)[O-]
-2.3	C[C@@H]1CN([C@H](C)CO)C(=O)c2c(c3ccccc3n2C)-c2ccccc2CO[C@H]1CN(C)Cc1ccc(Oc2ccccc2)cc1
-0.7	Cc1cc(C(=O)COC(=O)C2=NN(c3ccccc3)C(=O)CC2)c(C)n1CC(F)(F)F
1.1	O=C(NC(=S)Nc1cccc2cccnc12)c1ccccc1
-0.5	Cc1ccc(NC(=O)COc2ccc(S(=O)(=O)N3CCOCC3)cc2)cc1
1.0	Cc1ccc(CCC(=O)Nc2ccc([N+](=O)[O-])cc2Cl)o1
3.2	Cc1cc2c(ncn2C(C)C)c(N)c1C
0.2	Cc1noc(C)c1S(=O)(=O)Nc1ccc2c(c1)C(=O)N([C@@H](C)CO)C[C@H](C)[C@@H](CN(C)Cc1ccc(C(F)(F)F)cc1)OCCCC[C@H](C)O2
2.7	CCOC(=O)C1CCN(C(=O)/C=C/c2ccc3c(c2)OCO3)CC1
0.0	CCCC(CCC)=NNC(=O)CN(Cc1ccccc1)S(=O)(=O)c1ccccc1
6.0	CC1Cc2ccccc2N1C(=O)CSc1nnnn1C (stereo not drawn)
3.7	COc1ccccc1N1CC(C(=O)NCCC2=CCCCC2)CC1=O (stereo not drawn)
-0.3	COc1ccc(CNC(=O)O[C@H]2CC[C@@]34CCCN3C(=O)CCC[C@H]4C2)cc1OC
0.5	C=CCN(CC=C)CCOc1ccccc1[N+](=O)[O-]
6.8	CC1(c2nc3ccccc3[nH]2)CCC(=O)N1C1CC1 (stereo not drawn)
-2.1	CC(=O)c1c(C)oc2ccc(N(C(C)=O)S(=O)(=O)c3ccc(F)cc3C)cc12
0.2	O=C(c1ccc2c(c1)OCO2)N1CCN(S(=O)(=O)c2ccc(Cl)cc2)CC1
1.2	COc1ccc(-c2ccc(OC)cc2)cc1
0.0	CC(=O)Nc1ccc(S(=O)(=O)N2CCN(S(=O)(=O)c3ccccc3)CC2)cc1
9.6	CC(Oc1ccc(NC(=O)c2ccco2)cc1)C(=O)N1c2ccccc2CC1C (stereo not drawn)
-6.0	CN1C(=O)/C(=C\c2ccccc2F)Sc2ccc(C(=O)NC3CCN(Cc4ccccc4)CC3)cc21
0.9	CCCC1NC(=O)c2cccnc2-n2c1nc1ccc(OC)cc1c2=O (stereo not drawn)
4.2	CCCCn1nnnc1C1c2ccccc2OCC(=O)N1Cc1ccc2c(c1)OCO2 (stereo not drawn)
1.8	CCOc1ccc(CCNC(=O)CCS(=O)(=O)c2ccc(Cl)cc2)cc1OCC
-2.1	Cc1ccc(/C=N/NC(=O)c2nnn(-c3nonc3N)c2C(C)C)o1
0.1	O=C(OCc1ccccc1)N1CCC2CC1c1cc(N3CCN(S(=O)(=O)c4cccc(C(F)(F)F)c4)CC3)ccc12 (stereo not drawn)
-1.1	Cc1cc(C(F)(F)F)cc(NNC(=O)NC(=O)c2ccc(Cl)cc2)n1
-0.3	COc1cc2c(cc1NC(=O)C(C)N1CCN(S(=O)(=O)c3ccccc3[N+](=O)[O-])CC1)oc1ccccc12 (stereo not drawn)
-2.1	Cc1ccc(C(=O)C2CCN(CC(=O)Nc3ccc4c(c3)OCCO4)CC2)cc1
-4.9	COc1ccc([C@H]2/C=C\CN(C(=O)CC(C)(C)C)[C@@H](C)C(=O)N2Cc2ccc(F)cc2)cc1
-1.6	CCOC(=O)N1CCN(S(=O)(=O)c2cc([N+](=O)[O-])ccc2C)CC1
-1.5	CCCCOC(=O)Nc1ccccc1C(=O)OC
3.7	CC1(C)OC(=O)C2(Cc3ccccc3N3CCCCC32)C(=O)O1 (stereo not drawn)
-0.2	COc1ccc(CN(C)CCCn2cnc3c(OCc4ccccc4)ncnc32)cc1OC
-1.1	COC(=O)c1cc(COc2ccc3ccc(=O)oc3c2)c(C)o1
2.9	CC(C)CCNC(=O)c1[nH]c(C(F)(F)F)nc1-c1ccccc1
0.8	COc1ccc(CC(NC(C)=O)C(=O)NC2CCN(C(=O)C3CC3)CC2)cc1OC (stereo not drawn)
2.1	Cc1nnc2ccc(N3CCN(c4ccccn4)CC3)nn12
-0.5	Cc1oc(/N=C/c2ccc(O)cc2O)c(C#N)c1C

Single values from the results shown.
Value of `Cc1oc(/N=C/c2ccc(O)cc2O)c(C#N)c1C` under TTR transcr act: -0.5
Value of `COc1ccc(CC(NC(C)=O)C(=O)NC2CCN(C(=O)C3CC3)CC2)cc1OC` (stereo not drawn) under TTR transcr act: 0.8

New compounds follow:
TTR transcr act	mol
-1.9	COc1ccc(N/C=C\C(=O)c2ccc3c(c2)OCO3)cc1OC
6.4	CC(C)NC(=O)NNC(=O)c1cc(COc2cc(Cl)cc(Cl)c2)on1
1.7	COc1ccc(/C=N/N=C2/NC(=O)C(CC(=O)O)S2)cc1OCc1ccc(Cl)cc1Cl (stereo not drawn)
5.0	O=[N+]([O-])c1ccc(N2CCNCC2)cc1NCc1cccnc1
-1.1	NC(=O)CSc1nc2sc3c(c2c2ncnn12)CCCC3
1.0	Cc1cc(NC(=O)CSCC(=O)N2CCN(c3cccc(C(F)(F)F)c3)CC2)no1
2.9	Cc1ccc(C)n1-c1ccc(N2CCOCC2)c([N+](=O)[O-])c1
-3.4	COc1ccc(Nc2ncc3c(n2)CC(c2ccccc2)CC3=O)cc1 (stereo not drawn)
-0.1	COC(=O)c1nc2nc(-c3cccs3)cc(C(F)(F)F)n2n1
-1.1	O=S(=O)(N[C@@H]1CCCC[C@@H]1N1CCOCC1)c1ccc(Cl)cc1
-0.2	O=C(CCC1CCCN(C(=O)c2ccc3c(c2)OCO3)C1)N1CCN(c2ccccn2)CC1 (stereo not drawn)
0.8	COC(=O)C[C@H]1c2cc(C(F)(F)F)ccc2S(=O)(=O)N1Cc1ccccc1
1.4	CCN1CCN(c2nc(SC)nc3sc4c(c23)CC(C)(C)OC4)CC1
0.3	CCNC(=O)C/C(C)=N/NC(=O)C12CC3CC(CC(C3)C1)C2
1.5	CCC(=O)Nc1nc(-c2ccc3c(c2)OCCO3)cs1
0.3	O=C(NCc1ccccn1)c1nc(-c2ccc(C(F)(F)F)cc2)no1
-2.6	CCOC(=O)C1(C)CCCN(C(=O)c2ccc(-c3ccccc3)cc2)C1 (stereo not drawn)
-1.4	Cc1ccc(-n2nc3c(c2NC(=O)c2ccc4c(c2)OCO4)CS(=O)(=O)C3)c(C)c1
4.6	CN(C)Cc1cc(CN(C)C)c(O)c(CCc2ccccc2)n1
2.5	CC(NC(=S)Nc1ccccc1OC(F)F)C(C)(C)C (stereo not drawn)
1.1	CCN1CCN(C(=O)CN(C)S(=O)(=O)c2ccc(OC)cc2)CC1
0.2	Cc1cccc(-n2c(CCN3C(=O)c4ccccc4C3=O)nc3ccccc3c2=O)n1
-0.6	COc1ccc(C)cc1Nc1nc(-c2c(C)[nH]c3ccccc23)cs1
2.2	CC(C)(C)c1ccc(C(CC(=O)O)NS(=O)(=O)Cc2ccccc2)cc1 (stereo not drawn)
0.9	Cn1cccc1C(=O)OCC(=O)c1c[nH]c2ccccc12

Among those listed so far, these have a furan ring, fused or not:
TTR transcr act	mol
-3.1	Cc1ccc(NC(=O)CSc2nnc(-c3cccs3)n2Cc2ccco2)cc1
-1.6	COCCNC(=O)/C(C#N)=C\c1ccc(CNS(=O)(=O)c2ccc(C)cc2)o1
-0.1	COC(=O)[C@]12C[C@H](CC(=O)NCc3cccc(C(F)(F)F)c3)C(=O)N(Cc3ccco3)C1=C[C@H](C1CCCC1)O[C@@H]2C
-0.1	COC(=O)c1c(C)oc(C)c1S(=O)(=O)NCc1ccc(Cl)cc1
-0.5	O=C(/C=C/c1ccco1)NCC(=O)N/N=C/c1ccc(Cl)cc1
1.0	Cc1ccc(CCC(=O)Nc2ccc([N+](=O)[O-])cc2Cl)o1
-2.1	CC(=O)c1c(C)oc2ccc(N(C(C)=O)S(=O)(=O)c3ccc(F)cc3C)cc12
9.6	CC(Oc1ccc(NC(=O)c2ccco2)cc1)C(=O)N1c2ccccc2CC1C (stereo not drawn)
-2.1	Cc1ccc(/C=N/NC(=O)c2nnn(-c3nonc3N)c2C(C)C)o1
-0.3	COc1cc2c(cc1NC(=O)C(C)N1CCN(S(=O)(=O)c3ccccc3[N+](=O)[O-])CC1)oc1ccccc12 (stereo not drawn)
-1.1	COC(=O)c1cc(COc2ccc3ccc(=O)oc3c2)c(C)o1
-0.5	Cc1oc(/N=C/c2ccc(O)cc2O)c(C#N)c1C

High-throughput results from PubChem.
